# Assay outcomes: PubChem BioAssay, National Center for Advancing Translational Sciences (NCATS)
# FEN1 inh – inhibitors of human flap endonuclease 1; P39748; Recombinant FEN1 flap cleavage, fluorescence, 15 min; hit rate 0.35% among 390,000; AID 588795; Potency, µM (top dose mostly 114 µM), without a hit: at the highest dose activity change, negative = inhibition, actives largely listed as inhibitors; also: nearly all actives have a fitted effect of over 65% in size
# Target sequence (P39748 whole entry, looked up): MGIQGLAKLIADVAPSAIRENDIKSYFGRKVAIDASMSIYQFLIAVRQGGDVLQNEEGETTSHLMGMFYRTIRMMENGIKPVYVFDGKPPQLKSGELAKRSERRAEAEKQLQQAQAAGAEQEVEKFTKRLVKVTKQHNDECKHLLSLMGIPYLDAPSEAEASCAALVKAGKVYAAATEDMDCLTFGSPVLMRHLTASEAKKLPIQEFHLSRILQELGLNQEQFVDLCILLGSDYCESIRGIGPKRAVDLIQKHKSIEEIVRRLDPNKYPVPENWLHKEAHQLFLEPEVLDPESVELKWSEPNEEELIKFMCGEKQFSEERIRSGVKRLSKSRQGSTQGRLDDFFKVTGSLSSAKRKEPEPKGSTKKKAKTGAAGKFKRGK
#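 Nuclease activity of 10 nM FEN1 was measured after 15 min of room-temperature exposure to titrated compounds, by adding 50 nM flap substrate and reading plates at 0 and 15 min.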
# N370S GC – inhibits or activates N370S mutant glucocerebrosidase. P04062. N370S GC spleen homogenate, 4MU-glucoside fluorescence. Potency, µM (top dose mostly 59.4 µM), inactives show at the highest dose activity change, negative = inhibition, most hits filed as inhibitors. hit rate 0.092% among 330,000;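 also: 0% = full enzyme activity and -100% = no enzyme basal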
# TDP1 block – inhibitors of human tyrosyl-DNA phosphodiesterase TDP1; hit rate 0.28% among 350,000; AID 485290; Potency, µM (doses to about 130 µM), for inactives: at the highest dose activity change, negative = inhibition, usual class: inhibitors; recombinant TDP1, AlphaScreen DNA substrate cleavage; Q9NUW8; also: nearly all actives have a fitted effect of over 40% in size
# Target sequence (Q9NUW8 whole entry, looked up): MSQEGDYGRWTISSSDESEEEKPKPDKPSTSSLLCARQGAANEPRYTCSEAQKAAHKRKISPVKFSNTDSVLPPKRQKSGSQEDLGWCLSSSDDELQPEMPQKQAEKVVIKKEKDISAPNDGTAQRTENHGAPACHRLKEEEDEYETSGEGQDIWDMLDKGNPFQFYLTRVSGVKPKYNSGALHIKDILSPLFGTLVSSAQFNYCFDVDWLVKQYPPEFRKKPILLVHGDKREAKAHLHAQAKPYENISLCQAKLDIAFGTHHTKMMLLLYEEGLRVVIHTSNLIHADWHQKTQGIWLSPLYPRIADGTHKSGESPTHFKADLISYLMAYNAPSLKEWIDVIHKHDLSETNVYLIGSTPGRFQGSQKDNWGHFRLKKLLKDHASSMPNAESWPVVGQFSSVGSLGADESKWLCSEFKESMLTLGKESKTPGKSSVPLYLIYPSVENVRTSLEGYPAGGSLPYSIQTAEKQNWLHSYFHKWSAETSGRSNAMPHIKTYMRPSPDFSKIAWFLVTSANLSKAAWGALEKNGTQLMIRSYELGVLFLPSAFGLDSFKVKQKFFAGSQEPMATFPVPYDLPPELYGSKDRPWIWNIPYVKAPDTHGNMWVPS
#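 Compounds were preincubated with Tdp1 (1 nM final) for 15 min at room temperature before substrate (15 nM final) started a 5 min reaction; beads (10 ug/ml final) were then added for 10 min before AlphaScreen detection.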
# The depositor's hits bear a star; ? = inconclusive; . = no result given; & = joins results of further samples; [ ] = dose if it differs, or a comment. Calls follow the shape of the dose curve; as a rule, active = well fitted curve in the direction sought with a large enough effect; inconclusive = small, poorly fitted or top-dose-only effect, or another doubt; inactive = no such curve, though single readings can be large; an effect the other way counts as inactive or inconclusive. Unless noted, % is scaled to controls: 0 for no effect and ±100 for the full control effect; potency is read from the fitted curve at half-maximal effect. An unsorted share of the library; about 0.53% have a hit in one of these screens.
SMILES,FEN1 inh,N370S GC,TDP1 block
Cc1cccc(N2CCN(C(=O)C3CCN(S(=O)(=O)c4c(C)noc4/C=C/c4ccccc4F)CC3)CC2)c1C,-5%,.,4%
Cc1cc2oc(C(=O)Nc3c(C)n(C)n(-c4ccccc4)c3=O)cc(=O)c2cc1C,-11%,.,6%
CCCCN(CC)Cc1c(O)ccc2c3c(c(=O)oc12)CCC3,15%,?,1%
Fc1ccccc1C(c1nnnn1Cc1ccc2c(c1)OCO2)N1CCN(Cc2ccccc2)CC1 (stereo not given),-15%,?,6%
CC(NC(=O)c1ccco1)c1ccc2c(c1)OCCO2 (stereo not given),1%,2%,2%
CCCCN(C(=O)c1ccc(C)cc1)c1c(N)n(CCC)c(=O)[nH]c1=O,-7%,-1%,0%
CCCNS(=O)(=O)c1ccc(CCC(=O)Nc2ccc3c(c2)OCCO3)cc1,-8%,6%,5%
CN1CCN(S(=O)(=O)c2ccc(NC(=S)NC(=O)C3CC3)cc2)CC1,-1%,?,-8%
Cc1cc(C)nc(N2CCC(C(=O)NNC(=O)c3ccccc3)CC2)n1,-12%,2%,3%
CCN1CCN(C(=O)CCS(=O)(=O)c2cc3c(cc2Cl)NC(=O)CO3)CC1,-19%,-2%,.
Cc1ccc(C)c(NC(=O)CSc2nnc(NC(=O)C3CC3)s2)c1,3%,-1%,4%
Nc1nc(SCC(=O)N2CCN(c3ccccc3)CC2)n[nH]1,-7%,-5%,6%
COc1ccc(C(c2c(C)[nH]n(C(N)=S)c2=O)C(C#N)C#N)cc1 (stereo not given),-5%,2%,5%
CCc1ccc(NC(=O)Cn2c(=O)n(-c3ccc(Cl)c(Cl)c3)c(=O)c3c(C)c(C)sc32)cc1,2%,.,3%
O=C(Cn1cc([N+](=O)[O-])cn1)Nc1nccs1,-3%,-1%,3%
COc1ccccc1N1CCN(Cc2nnc(-c3ccccc3C)o2)CC1,16%,.,2%
Cc1ccc(NC2=NC(c3ccc(C)cc3)n3c(nc(C)cc3=O)N2)cc1 (stereo not given),6%,0%,6%
COc1cccc(C2c3[nH]c4ccccc4c3CCN2C(=O)Cn2cncn2)c1OC (stereo not given),-6%,4%,0%
CN(Cc1nc(-c2ccc(C(F)(F)F)cc2)no1)C1CCOCC1,19%,2%,-5%
CCN1C(=O)[C@H]2[C@H]3[C@H](O)[C@H](O)C/C(=N/OC/C=C(\C)CCC=C(C)C)[C@@H]3CC[C@@H]2C1=O,.,-1%[12.8 µM],9%[21 µM]
COc1ccc(-c2csc3nc(-c4ccc(F)cc4)oc(=O)c23)cc1OC,0%,.,0%
CCCCN(C(=O)CSc1ncn[nH]1)c1c(N)n(Cc2ccccc2)c(=O)[nH]c1=O,24%,.,0%[56.1 µM]
O=C(C1CC(=O)N(c2ccc(Cl)cc2)C1)N1CCC(c2nc3ccccc3[nH]2)CC1 (stereo not given),0%,1%,13%
O=C(CC1(O)C(=O)Nc2ccccc21)c1cccc(-n2cccc2)c1 (stereo not given),14%,-4%,0%
COc1cc(NC(=S)NCc2ccco2)cc(OC)c1,1%,0%,3%
CCn1nnnc1SCC(=O)N(C1CCCCC1)C1CCCCC1,0%,13%,0%
COc1ccccc1OC(C)C(=O)N1CCc2ccccc21 (stereo not given),-6%,-2%,-3%
Cc1sc2ncnc(SCC(=O)NCC3CCCO3)c2c1C (stereo not given),18%,.,1%
O=C(CCCn1c(SCC(=O)c2ccc(Cl)cc2)nc2ccccc2c1=O)NCc1ccco1,-6%,7%,1%
COc1cc(/C=N/Nc2ccc(C)cc2)cc(Br)c1O,-2%,-8%,2%
CC(=O)Nc1ccc(S(=O)(=O)NCc2ccc(C(=O)NCc3ccc(Cl)cc3)cc2)cc1,-4%&13%,12%,9%&2%
CC(C)CN1C(=O)NC(NC(=O)c2cccs2)(C(F)(F)F)C1=O (stereo not given),-6%,5%,2%
CC1CC(C)CN(CCCNC(=O)CN2C(=O)c3cccnc3Oc3ccc(Cl)cc32)C1 (stereo not given),-4%,-5%,6%
COc1ccc(/C=N\n2nnc3ccccc32)cc1,1%,5%,0%
O=C(NCc1ccccn1)C(=O)Nc1ccccc1,-1%,25%,4%
Nc1ccc2nc(CCCCCCc3nc4ccc(N)cc4[nH]3)[nH]c2c1,-1%,0%,11%
Cc1ccc(C)c(N2CCN(C(=O)c3cnn(-c4ccccc4Cl)c3C3CCN(C(=O)OC(C)(C)C)CC3)CC2)c1,-6%,.,0%
COc1ccc(-c2noc(-c3ccoc3C)n2)cc1,-3%,-5%,4%
CN(C)S(=O)(=O)Nc1ccc(Br)cc1F,0%,3%,3%
CN(CC1COCCO1)c1nc2nonc2nc1N1CCSCC1 (stereo not given),-1%,-3%,.
C[C@@H](C(=O)Nc1ccc2c(c1)OCO2)n1c(=O)[nH]c2ccccc2c1=O,-1%,-7%,11%
CCOC(=O)C1CC2CC(C1)CN(C(=O)C1CCCCC1)C2 (stereo not given),3%,-1%,-3%
O=C(CCC(=O)N1CCN(S(=O)(=O)c2ccc(Cl)cc2)CC1)Nc1cccc(Br)c1,8%,-13%,5%
COc1cc(OC)cc(C(=O)OCc2ccc([N+](=O)[O-])cc2)c1,-3%,-2%,2%
COc1ccc(C(=O)NC(=S)N2CCCc3ccccc32)cc1OC,-3%,?,8%
N#CC1=C(N)Oc2ccc3ccccc3c2C1c1cccnc1 (stereo not given),7%,?,4%
COc1ccc(-n2nc3c(c2NC(=O)c2c(-c4ccccc4Cl)noc2C)CS(=O)(=O)C3)cc1,0%,-2%,3%
COc1cccc(CN(C)CC(=O)Nc2ccccc2C(=O)Nc2ccccc2)c1OC,-8%,-2%,0%
CC(=O)c1ccc(NC(=O)CSc2ccc(-c3ccco3)nn2)cc1,-6%,2%,?
CC1CCN(CC(O)CN2c3ccccc3Sc3ccccc32)CC1 (stereo not given),-20%,-1%,.
C=CCNC(=O)c1ccc(Cl)cc1Cl,1%,2%,2%
O=C(O)c1ccc(S(=O)(=O)c2ccccc2)cc1,-4%,8%,2%
O=C(CN1CCCC1)N1c2ccccc2Sc2ccc(C(F)(F)F)cc21,-12%,-5%,10%
O=C(NCCn1cc(SCc2ccccc2F)c2ccccc21)c1cccs1,4%,.,6%
Cc1nn(C)c(C)c1S(=O)(=O)N1CCCC(C(=O)N2CCN(c3ccccc3)CC2)C1 (stereo not given),-4%,2%,7%
CN(C(=O)COC(=O)/C=C/c1cccc([N+](=O)[O-])c1)C1CCS(=O)(=O)C1 (stereo not given),8%,3%,3%
CNC(=S)N/N=C(\C)c1ccc2c(c1)OCCO2,-8%,-24%,5%
Cc1ccccc1-c1nc(SCC(=O)NCc2ccco2)c2c(=O)n(C)c(=O)n(C)c2n1,-9%,.,3%
O=C(O)c1ccc(-c2nc(-c3ccc(Cl)c(Cl)c3)cs2)cc1,-5%,13%,3%
COc1cc(/C=N/n2c(COc3ccccc3)n[nH]c2=S)cc(OC)c1OC(C)=O,-16%,-9%,.
# Next part
SMILES,FEN1 inh,N370S GC,TDP1 block
BrC(/C=N/N1CCN(Cc2ccccc2)CC1)=C/c1ccccc1,0%,-9%,5%
CCCOc1ccc(C(O)CCNC(CC(=O)O)c2ccccc2)cc1 (stereo not given),-4%,2%,3%
O=C(COc1ccccc1)c1cn(CC(=O)N2CCCC2)c2ccccc12,-12%,-15%,-7%
CC12CCC(C(=O)NCc3ccccc3Cl)(C(Br)C1=O)C2(C)C (stereo not given),2%,15%,1%
Cc1nc2ccccc2c2oc(C(=O)NCCCN3CCCC3=O)cc12,10%,4%,-5%
Oc1cccc2ccc(/C=C/c3ccccc3Cl)nc12,1%,-1%,.
O=C(Cn1nnc(-c2cccc(C(F)(F)F)c2)n1)N1CCCCCC1,0%,-3%,-1%
CC(C)(C)c1ccc(C(=O)N2CCC(C(=O)N3CCCCC3)CC2)cc1,-10%,-6%,.
O=C(NN1CC(C(=O)OCc2ccc(Cl)cc2Cl)CC1=O)c1ccccc1 (stereo not given),5%,1%,5%
CC(C)(C)SCCNC(=O)CSCc1ccc([N+](=O)[O-])cc1,-8%,-4%,0%
Cc1ccc(Cl)cc1N1CCN(S(=O)(=O)c2c(C)[nH]c(C)c2C(=O)N2CCCCC2)CC1,4%,2%,9%
COc1ccccc1C(=O)NC(CCSC)C(=O)NCCCSc1ccccc1 (stereo not given),-17%,5%,-2%[0.505 µM]
COc1ccc(C(=O)Nc2ccc(Cl)c(Cl)c2)c(OC)n1,-8%,7%,1%
Cc1ccc(C(=O)NCc2ccc(N(C)C)cc2)cc1NC(=O)c1nsc2ccccc12,7%,.,5%
CC(=O)Sc1nc(-c2ccccc2)[nH]c1S(=O)(=O)c1ccc(C)cc1,-1%,2%,7%
O=C(c1nc2ccc(Cl)cn2c1CN1CCCC1)N1CCc2ccccc2C1,-20%,0%,-19%
CC1CCN(S(=O)(=O)c2ccc(S(=O)(=O)NCC(=O)C(C)(C)C)cc2)CC1,2%,0%,3%
COc1ccc(-c2noc(COc3ccc(Br)cc3C)n2)cc1OC,-2%,.,-11%
NC(=O)C(=O)N/N=C1\CCc2ccccc21,10%,11%,5%
COc1cc(C(=O)Nc2ccc(-n3cnnn3)c(C)c2)cc(OC)c1OC,-1%,-8%,9%
CC1=C(C(=O)Nc2ccc(C)cc2C)C(c2sccc2C)n2ncnc2N1 (stereo not given),2%,.,5%
CSc1nc(N)nc(SCC(=O)CC(=O)OC(C)C)c1C#N,1%,8%,4%
CC(O)[C@H]1CNCCN1CC1(c2ccccc2)CC1 (stereo not given in full),21%,1%,.
COc1ccc(NC(=O)c2cccc(NS(=O)(=O)c3ccccc3)c2)cc1,-4%,20%,.
COc1ccc(C(=O)CCS(=O)(=O)c2ccc(C)cc2)cc1,-10%,0%,0%
COc1cccc(OC)c1OCCN1CCN(C(=O)c2ccco2)CC1,-4%,2%,3%
Cc1nc2ccccc2c(=O)n1NC(=O)c1ccccc1,11%,3%,1%
Cc1csc(SCC(=O)NCc2ccccc2Cl)n1,-4%,-7%,0%
CC(OC(=O)c1cc(Br)ccc1O)C(=O)Nc1ccc(S(=O)(=O)N2CCCC2)cc1 (stereo not given),-2%,4%,0%
c1cncc(-c2nc(N3CCOCC3)c3c4c(sc3n2)CCC4)c1,3%,-7%,-5%
Oc1ccc(Br)cc1C1C=C(c2ccc3c(c2)OCO3)NC(c2ccc(Cl)cc2)N1 (stereo not given),-18%,.,3%
COC(=O)c1ccc(C2C(C(=O)c3ccco3)=C(O)C(=O)N2c2cc(C)on2)cc1 (stereo not given),-6%,-12%,5%

# Molecules listed so far that contain an NH in an aromatic ring:
SMILES,FEN1 inh,N370S GC,TDP1 block
CCCCN(C(=O)c1ccc(C)cc1)c1c(N)n(CCC)c(=O)[nH]c1=O,-7%,-1%,0%
Nc1nc(SCC(=O)N2CCN(c3ccccc3)CC2)n[nH]1,-7%,-5%,6%
COc1ccc(C(c2c(C)[nH]n(C(N)=S)c2=O)C(C#N)C#N)cc1 (stereo not given),-5%,2%,5%
COc1cccc(C2c3[nH]c4ccccc4c3CCN2C(=O)Cn2cncn2)c1OC (stereo not given),-6%,4%,0%
CCCCN(C(=O)CSc1ncn[nH]1)c1c(N)n(Cc2ccccc2)c(=O)[nH]c1=O,24%,.,0%[56.1 µM]
O=C(C1CC(=O)N(c2ccc(Cl)cc2)C1)N1CCC(c2nc3ccccc3[nH]2)CC1 (stereo not given),0%,1%,13%
Nc1ccc2nc(CCCCCCc3nc4ccc(N)cc4[nH]3)[nH]c2c1,-1%,0%,11%
C[C@@H](C(=O)Nc1ccc2c(c1)OCO2)n1c(=O)[nH]c2ccccc2c1=O,-1%,-7%,11%
COc1cc(/C=N/n2c(COc3ccccc3)n[nH]c2=S)cc(OC)c1OC(C)=O,-16%,-9%,.
Cc1ccc(Cl)cc1N1CCN(S(=O)(=O)c2c(C)[nH]c(C)c2C(=O)N2CCCCC2)CC1,4%,2%,9%
CC(=O)Sc1nc(-c2ccccc2)[nH]c1S(=O)(=O)c1ccc(C)cc1,-1%,2%,7%
